TcdB inh – TcdB glycohydrolase inhibition. TcdB glycohydrolase enzymatic assay, plate reader. 350,000 tested, 0.24% active. AID 652162. P18177. inhibition, % at 9.99 µM; in the data active means inhibition above about 10%
Vc quorum ag – quorum light induction in luxS cqsA deficient V. cholerae; V. cholerae BH1578 lux reporter, luminescence, 6 h; activation, % at 18.7 µM; 350,000 tested, 0.16% active; in the data active means activation mostly above about 9.7%, no sharp cut-off; further: not every result past the cut was called active; inactives centre near 0; reference of the scale not given here
CCHF vOTU inh – blocks the CCHF virus ovarian tumor domain protease; inhibition, % at 11.5 µM; AID 651958; CCHFV vOTU protease, Pep-AMC fluorescence; 370,000 tested, 0.55% active; in the data active means inhibition above about 30%; further: 0% = vehicle wells with enzyme and 100% = no enzyme wells
MazEF act – increases E. coli MazEF RNase cleavage of RNA | P0AE70 | FAM/BHQ RNA-DNA oligo cleavage fluorescence, 5 h | activation, % at 20 µM | 350,000 tested, 0.32% active | AID 504720; in the data active means activation above about 50%
Target sequence (P0AE70 whole entry, looked up): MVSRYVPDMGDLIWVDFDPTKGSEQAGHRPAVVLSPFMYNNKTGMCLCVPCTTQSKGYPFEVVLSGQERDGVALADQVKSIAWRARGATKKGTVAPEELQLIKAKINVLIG
Yp Topo-I inh – blocks Yersinia pestis topoisomerase I activity; Y. pestis Topo-I cleavage product accumulation, plate reader; activity, % at 10 µM; 360,000 tested, 0.064% active; in the data active means activity above about 50%, passing the limit was not always enough; further: inactives centre near 2
Rv3671c protease – inhibits the M. tuberculosis serine protease Rv3671c; P9WHR9; inhibition, % at 5.96 µM; 320,000 tested, 0.048% active; AID 2606; in the data active means inhibition above about 38%;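 further: extracellular domain of Rv3671c used as enzyme; 0% = enzyme with DMSO and 100% = no enzyme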
Target sequence (P9WHR9 whole entry, looked up, the tested form may be a part): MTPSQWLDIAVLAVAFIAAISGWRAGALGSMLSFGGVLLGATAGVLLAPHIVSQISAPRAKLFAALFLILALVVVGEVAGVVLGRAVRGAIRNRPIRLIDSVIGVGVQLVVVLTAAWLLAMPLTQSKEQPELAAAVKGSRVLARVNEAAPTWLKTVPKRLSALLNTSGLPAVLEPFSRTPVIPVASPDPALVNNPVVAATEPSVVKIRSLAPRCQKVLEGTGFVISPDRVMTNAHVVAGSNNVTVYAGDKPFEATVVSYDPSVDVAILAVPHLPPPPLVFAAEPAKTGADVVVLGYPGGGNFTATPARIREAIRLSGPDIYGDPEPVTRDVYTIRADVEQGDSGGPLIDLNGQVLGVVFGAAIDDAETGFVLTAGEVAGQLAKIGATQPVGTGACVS
PrPC surface inh – inhibitors of human cell surface prion protein PrPC; P04156; TR-FRET read-out; inhibition, % at 13.8 µM; 370,000 tested, 0.43% active; in the data active means inhibition above about 24%; further: 0% = median of the test wells and 100% = reference compound wells
PriA SSB inh – blocks PriA binding to SSB C-terminal tail; AlphaScreen SSBct-PriA binding, biotinylated peptide; inhibition, % at 33 µM; 430,000 tested, 0.6% active; AID 1272365; in the data active means inhibition mostly above about 37%, no sharp cut-off; inactive means mostly below about 20%;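 further: plate controls were negative control peptide for no effect and reference peptide for full effect; strong numbers were not always called active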
SARS 3CLpro inh – SARS-CoV 3CLpro protease inhibition. recombinant SARS-CoV 3CLpro, quenched FRET peptide cleavage. inhibition, % at 6 µM. 290,000 tested, 0.14% active; in the data active means inhibition above about 12%
DUSP3 inh – DUSP3 (human) phosphatase inhibition; AID 1654; inhibition, % at 13.3 µM; P51452; 290,000 tested, 0.52% active; recombinant VHR phosphatase, pNPP absorbance; in the data active means inhibition above about 50%; further: some compounds called inactive have numbers as strong as hits
Target sequence (P51452 whole entry, looked up): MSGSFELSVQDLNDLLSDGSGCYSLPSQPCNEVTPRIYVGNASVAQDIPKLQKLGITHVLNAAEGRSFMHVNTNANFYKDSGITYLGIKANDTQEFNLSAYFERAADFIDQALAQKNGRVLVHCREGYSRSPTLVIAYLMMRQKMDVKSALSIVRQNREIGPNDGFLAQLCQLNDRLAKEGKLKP
The depositor's hits bear a star; i = inactive; nt = not tested or not shown; + = active, no number; & = joins results of further samples. Only part of the results is shown; rates above refer to the full screens.

SMILES,TcdB inh,Vc quorum ag,CCHF vOTU inh,MazEF act,Yp Topo-I inh,Rv3671c protease,PrPC surface inh,PriA SSB inh,SARS 3CLpro inh,DUSP3 inh
C/C(=N\NC(=O)c1cc([N+](=O)[O-])cc([N+](=O)[O-])c1)c1ccco1,-2.6,-0.6,12,8,-11,-4,-22,nt,5,30
O=C(c1ccoc1)N1CCC2(CC1)Oc1ccc(Cl)cc1C(=O)C21CC(c2cccnc2)=NO1 (configuration not stated),2.7,-1.0,6,3,19,3,-6,20,nt,19
c1coc(Cn2c(-c3ccco3)nc3ccccc32)c1,nt,-0.5,-6,1,11,1,10,-7,0,36
C=CCn1c(SCc2ccccc2Cl)nnc1-c1sc2nc(C)cc(C)c2c1N,0.9,-1.0,-2,0,10,2,0,-21,1,28
CN(C)/C=C1/C=C(C=O)OC1=O,-0.7,-0.3,-5,-6,0,0,-6,-5,-1,24
C=C(C)CNC(=S)N/N=C/c1ccco1,0.8,-0.3,9,9,7,-4,-4,nt,-2,7
C[C@H](NC(=O)C1CCN(S(=O)(=O)c2ccccc2)CC1)C(=O)NCc1ccccn1,-0.3,i,2,-13,-10,-5,3,-5,-6,32
Cc1c(CNC(=O)C2CC2)c(-n2cccc2)n(Cc2ccccc2)c1C,1.8,-0.9,-7,1,6,-3,-3,-2,4,6
O=C1CC(N(C(=O)c2ccco2)c2ccc(F)cc2)C(=O)N1c1ccc(F)cc1 (configuration not stated),nt,i,7,1,-1,-1,3,-6,-2,4
COc1ccc(C(=O)CSc2nnnn2Cc2ccccc2)cc1,nt,i,6,-2,15,-11,1,-13,-4,-16
OCCCNc1cc(-c2ccccc2)nc2cc(-c3ccc(F)cc3)nn12,1.1,-0.7,-60,-7,-4,-11,21,-45,-3,4
CCN(CC(=O)NC1CCS(=O)(=O)C1)C(=O)COc1ccccc1-c1ccccc1 (configuration not stated),nt,i,9,4,-9,6,-5,-16,-2,nt
C[C@H](CO)N1C[C@H](C)[C@H](CN(C)C(=O)c2ccccn2)Oc2cc(C#Cc3ccc(F)cc3)ccc2S1(=O)=O,2.9&1.5&2.4,i,-1,6,29,nt,-7,nt,nt,nt
COc1ccc(C2C(C#N)=C(N)N(N(C)C)C3=C2C(=O)CC(C)(C)C3)cc1 (configuration not stated),-0.8,-1.5,-5,8,4,-6,-2,12,0,24
Cc1c(C(=O)N2CCN(c3ncccn3)CC2)oc2ccc(F)cc12,-0.2,-1.0,1,8,16,2,-2,-7,nt,nt
Cc1ccc(/C=N/NC(=O)C[n+]2ccccc2)o1,-1.0,i,-2,5,-2,0,-9,nt,2,7
C[C@H](CO)N1C[C@H](C)[C@H](CN(C)C(=O)Nc2ccc(F)cc2)OCc2ccccc2-c2c(n(C)c3ccccc23)C1=O,1.8&0.9,-0.4,8,2,5,nt,-8,nt,nt,nt
COc1ccc(-c2cc3nc(NCc4ccc(C)cc4C)n(C)c(=O)c3s2)cc1OC,-9.0,-0.2,16,nt,0,nt,-3,nt,nt,nt
CN1CCN(C(=O)CN(c2cccc(Br)c2)S(=O)(=O)c2ccccc2)CC1,-2.8,i,-5,-5,3,5,-2,-21,-4,31
Cc1ccc(S(=O)(=O)N(c2ccc(Br)cc2)C2C=CS(=O)(=O)C2)cc1 (configuration not stated),0.6,i,0,5,9,1,-3,-7,-1,26
O=C(Nc1ccc(F)c(Cl)c1)c1ccc2c(=O)n3c(nc2c1)CCCCC3,nt,-0.3,2,7,-10,-20,22,1,-4,5
COc1ccc(CNC(=O)C2CCN(S(=O)(=O)N3CCCCC3)CC2)cc1,-1.6,-1.2,1,-24,-4,6,8,-9,0,-37
COc1ccc(C(=O)NNC(=O)c2cccc(S(=O)(=O)N3CCOCC3)c2)cc1,-8.7,i,-3,4,-3,1,11,-5,nt,nt
N#Cc1c(NCCN)nc(-c2ccco2)c2c1CCCC2,nt,2.2,-10,-19,4,-4,6,2,-4,20
Cc1ccc(Cn2nc(C)cc2C(=O)Nc2ccc(Cl)cc2)cc1,0.2,-0.6,3,-9,3,-19,-2,-38,1,1
CC1(C)COC(c2cccn2Cc2ccccc2Cl)=N1,nt,i,5,-7,3,2,3,-21,-4,23
CCCCCc1nc2c(=O)n(C)c3ccccc3c2o1,nt,11,-13,-14,2,-2,4,-1,-6,2
Cc1cc(C)c(S(=O)(=O)n2nc(C)c(Br)c2C)c(C)c1,nt,-0.2,-11,2,6,1,-4,-9,-2,6
CCOC(=O)Cn1c2c(c(-c3ccccc3OC)cc1=O)CCCC2,nt,i,9,-13,-4,0,-2,-45,4,16
CCOC(=O)C1CCN(C(=O)CN(c2ccc(OC)cc2)S(=O)(=O)c2c(C)noc2C)CC1,0.3,-0.6,-9,19,8,0,-5,-2,0,9
COc1ccc(NCC(=O)n2c(C)c(C)c3ccccc32)cc1OC,-0.1,-1.0,-5,-18,6,8,-3,28,0,4
O=C(COC(=O)c1ccc(O)cc1O)c1ccc2c(c1)OCO2,0.3,i,1,8,5,-9,-5,-5,-4,19
COC(=O)Cn1nc(C)c2ccccc2c1=O,nt,i,-5,5,-7,14,2,5,5,26
O=c1cc(-c2ccc(O)cc2)oc2c([C@@H]3O[C@H](CO)[C@@H](O)[C@H](O)[C@H]3O)c(O)c([C@@H]3O[C@H](CO)[C@@H](O)[C@H](O)[C@H]3O)c(O)c12,0.7,1.2,5,6,4,4,-10,-13,-6,-7
CCC(C)N(C)Cc1cccc(C2(O)CCN(S(=O)(=O)c3ccc(F)cc3)CC2)c1 (configuration not stated),nt,i,15,7,-2,-1,-10,-9,3,33
C[C@]12c3[nH]c4ccc(Cl)cc4c3CCN1C(=O)[C@@H](CC(=O)NCC13CC4CC(CC(C4)C1)C3)C[C@@H]2C(=O)N1CCOCC1,-0.5,i,7,6,28,nt,-1,-1,nt,nt
CC1CN(Cc2ccccc2)C(=O)NC1=O (configuration not stated),0.2,-0.8,4,-3,9,nt,-4,-5,nt,nt
Cc1ccccc1C(=O)NC1CC2CCCC(C1)N2Cc1ccccc1 (configuration not stated),0.8,-0.3,-5,-9,1,5,-9,-9,0,2
CC(=O)N/C(=C\c1ccccc1)C(=O)OCC(=O)N(C)C1CCS(=O)(=O)C1 (configuration not stated),0.6,i,14,0,6,-3,4,-2,nt,nt
Cc1nc2ccc(-c3nc4ccc(N)cc4[nH]3)cc2[nH]1,9.8,-0.5,-237,10,-27,16,-2,-8,-6,24
CC/C=C/CC(=O)N[C@@H](c1ccccc1)[C@@H](O)C(=O)O[C@H]1C[C@@]2(O)[C@@H](OC(=O)c3ccccc3)C3[C@](C)(C(=O)[C@H](OC(C)=O)C(=C1C)C2(C)C)[C@@H](O)C[C@H]1OC[C@@]31OC(C)=O (some centres not stated),1.0,0.1,13,14,17,1,26*,-4,3,21
CCN(CC)S(=O)(=O)c1cccc(NC(=S)NC(=O)/C=C/c2ccc(S(=O)(=O)N3CCOCC3)cc2)c1,1.2,-0.3,14,5,4,-6,-1,-6,-2,6
CC(C)(C)C(=O)Nc1cc(S(=O)(=O)Nc2ccc(Cl)cc2)ccc1Cl,3.2,-0.3,6,-2,-1,-7,3,-10,2,8
CCOC(=O)N1CCC(NC(=O)C(Cc2ccccc2)NC(=O)c2ccco2)CC1 (configuration not stated),nt,-11,-18,4,-8,2,0,-30,-1,24
COc1ccccc1CNC(=O)[C@H](C)NC(=O)C1CCN(C(=O)[C@@H]2CCCN2C(=O)OC(C)(C)C)CC1,-4.4,-0.3,4,-17,-8,0,11,-4,-2,16
Cc1ccc(N2C(=O)CS/C2=N\C(=S)Nc2ccccc2)cc1,1.0,0.7,7,-3,-1,-2,-33,nt,6,-20
O=C1NC(=Nc2ccccc2Cl)S/C1=C\c1cccc([N+](=O)[O-])c1,0.1,-0.3,2,-32,0,6,6,7,6,1
Cc1cc(C)c(C#N)c(SCC(=O)Nc2ccc(S(=O)(=O)Nc3ncccn3)cc2)n1,1.9,-1.3,-7,9,-4,-4,-6,-10,-9,14
CC(C)(C)c1ccc(-c2nc3c(C#N)c(-c4ccc5c(c4)OCO5)ccn3n2)cc1,nt,-4.6,6,-7,-5,0,2,-12,-3,0
CC(C)N1CCC(=NNC(=O)c2ccccc2[N+](=O)[O-])CC1,-1.8,-0.4,-2,7,-1,2,1,-18,4,-7
COc1ccc(Br)cc1CN(C)C(=O)c1ccncc1,0.1,-3.1,-1,3,6,1,5,-3,-2,7
CCc1ccc(CC2(O)CC(C)N(C)CC2C)cc1 (configuration not stated),-0.8,3.1,-11,-4,3,6,-6,-26,1,34
Cc1cc(Cl)cc2c(N=Nc3ccccc3C(=O)O)c(O)[nH]c12,0.0,-1.0,-2,-18,-3,0,-5,0,6,-20
CCc1ccc(OC)c(S(=O)(=O)N2CCN(C(=O)c3ccco3)CC2)c1,-0.1,-0.4,7,4,12,-1,0,2,3,25
CC(=O)Nc1ccc(NC(=O)/C=C/c2ccccc2)cc1,0.4,1.4,-4,0,2,-2,1,-7,0,26
CN(CC(=O)Nc1ccc(Cl)cc1)Cc1cc(=O)n2ccsc2n1,0.6,-0.2,5,2,-4,-3,1,-4,-4,4
O/N=C/c1ccc(OCc2ccccc2)c(Cl)c1,nt,i,2,4,-7,-19,-4,nt,6,-2
CCOc1ccccc1-c1noc(CCC(=O)Nc2cccnc2)n1,1.2,0.4,4,2,-7,-7,3,-5,-1,2
NC(CO)c1csc(Nc2ccc(C(=O)c3ccccc3)cc2)n1 (configuration not stated),0.1,-0.4,4,nt,-11,nt,-7,nt,nt,nt
O=C1N[C@@H](c2ccccc2)COC(=O)[C@H](Cc2ccc(F)cc2)CC/C=C/C[C@@H]1CC(=O)N(CCO)Cc1ccccc1,0.3,3.0,16,-5,25,-2,-1,-5,nt,nt

Later entries.
SMILES,TcdB inh,Vc quorum ag,CCHF vOTU inh,MazEF act,Yp Topo-I inh,Rv3671c protease,PrPC surface inh,PriA SSB inh,SARS 3CLpro inh,DUSP3 inh
Cc1ccc(NC(=O)c2cc(C)nc3ccccc23)c(C)c1,0.6,-1.1,-6,18,4,3,-4,-19,2,26
CCCCN(CC)C(=O)CSc1nc2n[nH]c(C)c2c(=N)n1-c1cccc(C)c1,1.1,-0.2,14,9,35,-16,-3,7,0,13
CCn1c(C)nc2cc(C(=O)N/N=C/c3cccc(O)c3O)ccc21,-0.4,-1.0,-2,5,-1,18,10,nt,-3,13
CC(C)COc1cccc(C(=O)NC2(C)CCS(=O)(=O)C2)c1 (configuration not stated),2.0,-0.5,-7,7,-9,8,-5,-2,-1,9
CCCNCc1cc(Cl)c(OCC)c(Cl)c1,nt,-0.2,4,4,-5,-1,1,-16,5,9
O=S(=O)(NCC(c1cccnc1)N1CCOCC1)c1cccs1 (configuration not stated),-1.2,i,-12,4,2,9,-2,11,-2,0
O=C(c1cccc(NC2=NC3CS(=O)(=O)CC3S2)c1)N1CCN(c2ccc(F)cc2)CC1 (configuration not stated),1.9,i,-1,7,-10,7,8,7,-5,9
CCC(=O)Nc1cc(C(C)(C)C)ccc1C(C)=O,nt,-0.2,-5,3,1,4,-3,-13,0,-23
O=C(NCc1ccco1)c1cc(-c2cccs2)nc2ccccc12,2.1,-3.6,-96,+,1,-21,-9,9,0,7

Profiles, quoted from the list. Values in the order: TcdB inh, Vc quorum ag, CCHF vOTU inh, MazEF act, Yp Topo-I inh, Rv3671c protease, PrPC surface inh, PriA SSB inh, SARS 3CLpro inh, DUSP3 inh
Shown for CCC(=O)Nc1cc(C(C)(C)C)ccc1C(C)=O → nt, -0.2, -5, 3, 1, 4, -3, -13, 0, -23
Shown for CCCCN(CC)C(=O)CSc1nc2n[nH]c(C)c2c(=N)n1-c1cccc(C)c1 → 1.1, -0.2, 14, 9, 35, -16, -3, 7, 0, 13
Shown for Cc1ccc(NC(=O)c2cc(C)nc3ccccc23)c(C)c1 → 0.6, -1.1, -6, 18, 4, 3, -4, -19, 2, 26

Bioassay records from PubChem.
